# Source: PubChem (several laboratories)
# IL1B NFkB inh: inhibitors of IL-1B driven NFkB p65 nuclear import, primary screen, imaging, HUVEC, IL-1B stimulus, high-content imaging. inhibition, % at 2 µM. AID 796, 2007. 94,000 compounds, 0.43% hits. HUVEC IL-1B NFkB p65 nuclear translocation imaging;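 active = inhibition above about 30% together with a positive call from visual inspection of the well image, limit read from the data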;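 also: nuclear over cytoplasmic p65 intensity ratio measured by imaging; 0% = IL-1B stimulated DMSO wells and 100% = unstimulated DMSO wells; values of inactives mirror those of a sister screen read the other way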
# Bcl-B displacement: displacers of TR3 peptide from Bcl-B, primary screen, selectivity assay for Bfl-1 inhibitor project, biochemical, fluorescence polarization. FP displacement of FITC-TR3 peptide from Bcl-B; higher % means a stronger effect. one-dose displacement, % at 20 µM; IC50 in µM for titrated hits. 96,000 compounds, 0.11% hits;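 active = displacement above 50% at 20 µM plus a fluorescence interference ratio under 1.5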;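 also: plate controls were wells without compound for no effect and wells lacking Bcl-B protein for full effect; a part of the inactive calls stands beside numbers as strong as those of hits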
# IL1B NFkB pot: enhancers of NFkB p65 translocation in HUVEC – imaging, IL-1B stimulus, high-content imaging, primary screen; activation, % at 2 µM; 94,000 compounds, 0.3% hits; HUVEC IL-1B NFkB p65 nuclear translocation imaging;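 active = activation above 40%, about the mean plus 3 SD, also judged a hit on visual image review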;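 also: percent activation is computed from the nuclear over cytoplasmic p65 intensity ratio; values of inactives mirror those of a sister screen read the other way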
# PLAP inhibitors HTS: PLAP enzyme inhibitors, biochemical, luminescence, HTS (AID 690). one-dose inhibition, % at 20 µM; IC50 in µM for titrated hits. purified PLAP, luminescent substrate; higher % means a stronger effect. Alkaline phosphatase, placental type (Homo sapiens). 96,000 compounds, 0.08% hits; in the data active = a potency from the dose series; inactive = the rest, 99 in 100 with inhibition below about 30%; also: strong numbers were not always called active
# MRP resist rev: reversal of MRP1-mediated doxorubicin resistance, primary screen, H69AR cells, doxorubicin co-treatment. H69AR cells + 2 uM doxorubicin, CellTiter-Glo, 72 h. differential viability (reversal), % at 10 µM. 85,000 compounds, 0.04% hits;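 active = viability drop by adding the cancer drug above about 55%, with treated viability meeting a 40% cutoff, limit read from the data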;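 also: viability without doxorubicin minus viability with 2 µM doxorubicin for each compound; larger differential means the compound sensitizes cells more to doxorubicin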
# MRP resist rev cytotoxicity: further read-out of MRP resist rev, marked with its call; viability, %; H69AR cells, CellTiter-Glo, 72 h; measured here: cytotoxicity without doxorubicin
# MRP resist rev with doxorubicin: second read-out of MRP resist rev, no call of its own (marks repeat the call); viability, %; measured here: viability with 2 uM doxorubicin; hits give low values
# IL1B NFkB inh cell count 2 µM: second read-out of IL1B NFkB inh, no call of its own (marks repeat the call); cell count; measured here: cells passing quality filter;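 raw number of nuclei counted in each imaged well without normalization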
# IL1B NFkB pot cell count 2 µM: also measured in IL1B NFkB pot; calls as there; cell count; measured here: cells passing quality filter
# * = called active by the depositor; · = not tested or not shown.
# Screens by letter – A = IL1B NFkB inh; B = IL1B NFkB inh cell count 2 µM; C = Bcl-B displacement; D = IL1B NFkB pot; E = IL1B NFkB pot cell count 2 µM; F = PLAP inhibitors HTS; G = MRP resist rev; H = MRP resist rev cytotoxicity; I = MRP resist rev with doxorubicin
COc1ccc(S(=O)(=O)Cc2ccc(C(=O)N3CCN(c4cc(Cl)ccc4C)CC3)o2)cc1
  A: -1; B: 76; C: -2%; D: 1; E: 76; F: -61%; G: -15; H: 59; I: 74
CCn1ncc(C(=O)Nc2cc(C)on2)c1C
  A: 6; B: 116; C: -7%; D: -6; E: 116; F: -3%; G: ·; H: ·; I: ·
CC1(C)CC(=O)c2cc(OCC(=O)NCCCN3CCN(c4ccc(F)cc4)CC3)ccc2O1
  A: 11; B: 101; C: 1%; D: -11; E: 101; F: -43%; G: -1; H: 84; I: 85
CCOC(=O)c1cnc2c(C(=O)OC)cccc2c1NCc1ccco1
  A: -5; B: 151; C: 10%; D: 5; E: 151; F: -50%; G: -5; H: 49; I: 54
COc1ccc(Nc2cc(=O)oc3ccccc23)cc1
  A: -1; B: 91; C: 7%; D: 1; E: 91; F: -4%; G: -24; H: 18; I: 42
Cc1ccccc1/C=c1\s/c(=C\C(=O)C(C)(C)C)[nH]c1=O
  A: -16; B: 64; C: 5%; D: 16; E: 64; F: 14%; G: -12; H: 19; I: 30
CCCC1=C(C(=O)OCC)C(c2cc(Cl)cc(OC)c2OCC(=O)OCC)NC(=O)N1 (configuration not stated)
  A: -15; B: 146; C: ·; D: 15; E: 146; F: -24%; G: 2; H: 77; I: 75
Cc1cc(C)n(-c2nc3c(c(=O)[nH]c(=O)n3C)n2CC(C)C)n1
  A: -21; B: 172; C: -9%; D: 21; E: 172; F: -26%; G: -5; H: 81; I: 87
Cn1nc(C(F)(F)F)c(/C=N/OC(=O)c2ccccc2)c1SCc1ccc(Cl)cc1
  A: 5; B: 100; C: -10%; D: -5; E: 100; F: 6%; G: ·; H: ·; I: ·
C(=N/n1c2ccccc2c2ccccc21)/c1ccco1
  A: -4; B: 194; C: -3%; D: 4; E: 194; F: 15%; G: ·; H: ·; I: ·
O=C1CCCc2nc(N3CCN(Cc4ccccc4)CC3)ncc21
  A: -5; B: 81; C: -6%; D: 5; E: 81; F: -69%; G: ·; H: ·; I: ·
O=C(O)c1cccc(N2C(=O)C3CC=C(Cl)CC3C2=O)c1 (configuration not stated)
  A: 14; B: 169; C: 10%; D: -14; E: 169; F: -2%; G: -8; H: 106; I: 114
Cc1csc(NC(=O)CSc2nnc(-c3ccncc3)o2)n1
  A: 0; B: 146; C: 0%; D: 0; E: 146; F: 1%; G: 1; H: 85; I: 84
COc1ccc(-n2nnc3c(=O)n(CC(=O)N4CCC(C)CC4)cnc32)cc1
  A: -26; B: 73; C: 1%; D: 26; E: 73; F: -10%; G: ·; H: ·; I: ·
CCOC(=O)N1CCC(NC(=O)C2CCC(Cn3c(=O)[nH]c4ccccc4c3=O)CC2)CC1 (configuration not stated)
  A: -1; B: 129; C: ·; D: 1; E: 129; F: ·; G: -10; H: 65; I: 75
Cc1ccc(CCNC(=O)C2CCCN(S(=O)(=O)c3cnc[nH]3)C2)cc1 (configuration not stated)
  A: 5; B: 49; C: 2%; D: -5; E: 49; F: -19%; G: 5; H: 95; I: 90
O=C1c2ccccc2C(=O)N1c1n[nH]c(CCc2ccccc2)n1
  A: -15; B: 104; C: -8%; D: 15; E: 104; F: 10%; G: 7; H: 96; I: 90
Cn1c(SCc2ccccc2Cl)nc(C(F)(F)F)cc1=O
  A: -13; B: 124; C: 2%; D: 13; E: 124; F: 13%; G: ·; H: ·; I: ·
Cn1c(Cn2nnc(-c3ccccc3)n2)nnc1SCc1ccccc1Cl
  A: -15; B: 153; C: -5%; D: 15; E: 153; F: -14%; G: 21; H: 95; I: 74
Cn1c(SCc2ccc3c(c2)OCO3)nnc1-c1ccccc1
  A: -10; B: 180; C: -7%; D: 10; E: 180; F: -7%; G: 6; H: 89; I: 83
COc1ccc(-c2nc(-c3ccccc3)c(-c3cc([N+](=O)[O-])ccc3C)[nH]2)cc1OC
  A: -4; B: 97; C: -1%; D: 4; E: 97; F: -54%; G: -5; H: 62; I: 67
COc1ccccc1NC(=O)N1CCc2[nH]c3ccc(F)cc3c2C1
  A: 0; B: 130; C: 30%; D: 0; E: 130; F: -2%; G: 4; H: 76; I: 72
OCCNc1nc(-c2ccccc2)c2ccccc2n1
  A: -27; B: 96; C: -8%; D: 27; E: 96; F: 0%; G: 6; H: 90; I: 84
Cc1cc(C)c(C#N)c(N2CCN(CCOc3ccc(Cl)cc3)CC2)n1
  A: -13; B: 86; C: 0%; D: 13; E: 86; F: -21%; G: -4; H: 75; I: 79
Cc1ccc(NC(=O)CSc2nc3ccccc3c(=O)n2CCCC(=O)N2CCCC2)cc1
  A: 0; B: 93; C: 2%; D: 0; E: 93; F: -4%; G: -58; H: 15; I: 73
CCn1c(C)nc2cc(C(=O)OCCC(F)(F)F)ccc21
  A: ·; B: ·; C: -14%; D: ·; E: ·; F: 16%; G: 9; H: 96; I: 86
COc1cc(-c2nnc(COC(=O)c3cc(C)nc4ccc(C)cc34)o2)cc(OC)c1OC
  A: 18; B: 153; C: -78%; D: -18; E: 153; F: -76%; G: -6; H: 78; I: 84
CCOC(=O)c1ccc(NC(=O)c2cnccn2)cc1
  A: -11; B: 142; C: -4%; D: 11; E: 142; F: 4%; G: -19; H: 71; I: 89
COc1ccc(C2C(C#N)=C3NC(=O)c4c(sc5c4CCCCC5)N3C3=C2C(=O)CC(C)(C)C3)cc1 (configuration not stated)
  A: 4; B: 138; C: -20%; D: -4; E: 138; F: -27%; G: ·; H: ·; I: ·
COC(=O)c1ccc(-c2ccco2)n1Cc1nc(-c2ccc(OC)c(OC)c2)oc1C
  A: ·; B: ·; C: -11%; D: ·; E: ·; F: -58%; G: 1; H: 36; I: 35
CN(C)c1ccnc(Oc2ccc(Cl)cc2)c1C#N
  A: ·; B: ·; C: -2%; D: ·; E: ·; F: -23%; G: ·; H: ·; I: ·
O=C(Nc1nc2cc3c(cc2s1)OCCO3)c1cccc(S(=O)(=O)N2CCOCC2)c1
  A: -3; B: 118; C: -4%; D: 3; E: 118; F: -64%; G: 0; H: 80; I: 81
CC(Cc1cccs1)NC(=O)Nc1ccc(Cl)c(Cl)c1 (configuration not stated)
  A: -9; B: 166; C: 5%; D: 9; E: 166; F: 23%; G: 0; H: 26; I: 26
CCN(CC)c1ccc(-c2nnc(SCC(=O)Nc3ccccc3C#N)n2-c2ccccc2)cc1
  A: 3; B: 158; C: -6%; D: -3; E: 158; F: -29%; G: -26; H: 47; I: 73
Cc1ccc(C)c2c1cc(C)c1nnc(SCc3ccccn3)n12
  A: 0; B: 119; C: -1%; D: 0; E: 119; F: -13%; G: ·; H: ·; I: ·
Cc1cc(NC(=O)NC(=O)c2ccc(F)cc2F)n[nH]1
  A: 8; B: 134; C: -3%; D: -8; E: 134; F: -1%; G: 5; H: 98; I: 93
COc1ccc(-n2nc(C(=O)c3cccs3)cc(-c3nc4ccccc4[nH]3)c2=N)cc1
  A: -5; B: 148; C: ·; D: 5; E: 148; F: ·; G: 1; H: 1; I: 0
CCCC(=O)Nc1ccccc1NC(C)=O
  A: -10; B: 153; C: 1%; D: 10; E: 153; F: -9%; G: 4; H: 101; I: 97
O=C(CCC1CCCC1)c1c(O)c2ccccc2oc1=O
  A: 5; B: 182; C: 1%; D: -5; E: 182; F: 14%; G: -3; H: 81; I: 83
COc1ccc(-n2c(C)nnc2SCC(=O)N2C(C)CCCC2C)cc1 (configuration not stated)
  A: -20; B: 130; C: -3%; D: 20; E: 130; F: -76%; G: 7; H: 96; I: 89
CCN(CC)S(=O)(=O)c1cc([N+](=O)[O-])ccc1NNC(=O)Nc1ccccc1OC
  A: -28; B: 203; C: -6%; D: 28; E: 203; F: 13%; G: 12; H: 89; I: 78
Cn1c2ccccc2c2cc(C(=O)OCC(=O)N3CC(=O)Nc4ccccc43)sc21
  A: -3; B: 128; C: -346%; D: 3; E: 128; F: -7%; G: 2; H: 44; I: 42
CCOC(=O)N1CCN(C(=O)CCn2nc(-c3ccc(Cl)cc3)ccc2=O)CC1
  A: 5; B: 125; C: 1%; D: -5; E: 125; F: -57%; G: -8; H: 77; I: 85
COc1nccc(Nc2ccccc2)c1C#N
  A: 1; B: 94; C: -4%; D: -1; E: 94; F: -2%; G: 7; H: 87; I: 79
CCc1ccc(-c2cc(C(F)(F)F)n3nc(C(=O)Nc4cnn(Cc5ccc(C)cc5)c4)cc3n2)s1
  A: -5; B: 192; C: -117%; D: 5; E: 192; F: -13%; G: ·; H: ·; I: ·
Cc1sc(NC(=O)c2cc3ccccc3oc2=O)c(C(=O)OC(C)C)c1-c1ccccc1
  A: -1; B: 192; C: 3%; D: 1; E: 192; F: -13%; G: ·; H: ·; I: ·
Nc1c(-c2cccs2)cnn1-c1nc(-c2ccc(F)cc2)cs1
  A: 3; B: 76; C: 4%; D: -3; E: 76; F: -8%; G: ·; H: ·; I: ·
CC1CCN(C(=O)Cn2cc(C(=O)C3CC3)c3ccccc32)CC1
  A: -9; B: 111; C: ·; D: 9; E: 111; F: ·; G: -11; H: 67; I: 77
COc1ccc(Cl)cc1NC(=O)c1cccnc1
  A: 8; B: 138; C: -13%; D: -8; E: 138; F: 10%; G: 5; H: 100; I: 95
Nc1nc(CSc2nnnn2-c2ccccc2)nc(N2CCCc3ccccc32)n1
  A: 5; B: 104; C: ·; D: -5; E: 104; F: ·; G: -6; H: 28; I: 33
O=C1CSC(=Nc2ccccc2Cl)N1
  A: -6; B: 152; C: 15%; D: 6; E: 152; F: 7%; G: -12; H: 98; I: 110
Cc1cccc2cc(/C=C3\N=C(c4ccccc4)OC3=O)c(N3CCOCC3)nc12
  A: -11; B: 126; C: -115%; D: 11; E: 126; F: -41%; G: ·; H: ·; I: ·
COc1cc2[nH]c(=O)n(CCCCCC(=O)NCCCN3CCOCC3)c(=O)c2cc1OC
  A: ·; B: ·; C: -6%; D: ·; E: ·; F: -12%; G: ·; H: ·; I: ·

# Some of the compounds tested; rates above refer to the full screens.
